# Tb PYK inh – T. brucei pyruvate kinase inhibition. Q57TT1. TbPYK enzyme, Kinase-Glo Plus ATP luminescence, 45 min. Potency, µM (highest dose often 76.8 µM), inactives show top-dose activity, negative = inhibition, usual class: inhibitors. 0.12% of 410,000 active; further: potency means the concentration at half of the fitted maximal effect; on the % scale 0 is the no-effect control and ±100 the full control effect; nearly all actives have a fitted effect of over 50% in size
#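 TbPYK + substrate in 50 mM TEA pH 7.2, 100 mM KCl, 10 mM MgCl2, 0.05% BSA, 0.01% Tween-20; cpd pinned; ADP 130 uM final; 45 min RT; Kinase-Glo Plus 10 min; luminescence endpoint.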
# Pf growth 48h – inhibits P. falciparum growth in the first generation, 48 h; P. falciparum luciferase growth in erythrocytes, 48 h; Potency, µM (series often up to 28.7 µM), for inactives: top-dose activity change, negative = inhibition, most hits filed as inhibitors; 5.9% of 310,000 active; further: potency means the concentration at half of the fitted maximal effect; on the % scale 0 is the no-effect control and ±100 the full control effect
#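 Parasite viability was followed by luminescence of a genomically integrated firefly luciferase. Cultures held 0.1% parasitemia at 2% hematocrit (final), incubated under 5% CO2 at 37 C.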
# Shiga inhibitor – Shiga toxin inhibition. Vero cells, Shiga toxin protein synthesis inhibition reporter. inhibition, % at 38.7 µM. 9.2% of 290,000 active; in the data active means inhibition mostly above about 28%, no sharp cut-off; inactive means mostly below about 43%; further: 0% is about no effect
# LmPK inh – LmPK (Leishmania mexicana) enzyme inhibition; purified LmPK, Kinase-Glo ATP luminescence, 1 h; Potency, µM (series often up to 57.5 µM), for the others: at the highest dose activity change, negative = inhibition, most hits filed as inhibitors; 0.37% of 290,000 active; AID 1721; further: potency means the concentration at half of the fitted maximal effect; on the % scale 0 is the no-effect control and ±100 the full control effect
# Target sequence (Q27686 whole entry, looked up): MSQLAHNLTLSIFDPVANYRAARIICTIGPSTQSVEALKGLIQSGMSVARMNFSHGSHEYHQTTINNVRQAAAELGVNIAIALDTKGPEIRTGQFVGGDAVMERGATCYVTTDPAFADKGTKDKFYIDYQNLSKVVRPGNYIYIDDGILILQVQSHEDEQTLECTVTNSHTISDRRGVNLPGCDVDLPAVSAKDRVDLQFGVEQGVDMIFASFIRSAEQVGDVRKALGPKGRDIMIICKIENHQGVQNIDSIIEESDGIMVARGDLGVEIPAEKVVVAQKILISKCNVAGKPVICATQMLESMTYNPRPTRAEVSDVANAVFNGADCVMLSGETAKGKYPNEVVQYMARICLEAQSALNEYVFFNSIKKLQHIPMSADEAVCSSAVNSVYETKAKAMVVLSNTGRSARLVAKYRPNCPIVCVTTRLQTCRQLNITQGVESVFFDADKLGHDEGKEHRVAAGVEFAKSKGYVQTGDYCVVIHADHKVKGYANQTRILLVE
#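 0.1 nM LmPK, 0.5 mM PEP, 0.1 mM ADP; 50 mM imidazole pH 7.2, 7 mM MgCl2, 50 mM KCl; 1 h RT. Kinase-Glo luminescence readout, normalized to no-enzyme (full inhibition) and uninhibited wells.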
# Cycloheximide cs – counter-screen hit for Shiga toxin inhibitors, cycloheximide. cell reporter, cycloheximide protein synthesis inhibition counterscreen. max response, %. 12% of 300,000 active. AID 2314; in the data active means max response mostly above about 13%, no sharp cut-off; inactive means mostly below about 14%; further: read at 38.3 µM for the half of the compounds with a filed dose; 0% is about no effect
# Pf growth 96h – P. falciparum growth inhibition at 96 hours; P. falciparum luciferase reporter growth, 96 h; Potency, µM (titrated, usually from 28.7 µM), inactives show top-dose activity change, negative = inhibition, actives largely listed as inhibitors; 6.9% of 320,000 active; further: potency means the concentration at half of the fitted maximal effect; on the % scale 0 is the no-effect control and ±100 the full control effect
#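 Luminescence readout: decreased luciferase signal marks inhibited growth of reporter-expressing P. falciparum in infected red cells (2% hematocrit, 0.05% parasitemia final), exposed to compound two generations (96 h, 37 C, 5% CO2).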
# HCV inh – HCV inhibition; Huh7.5.1 HCVcc-Cre infection, luciferase reporter, 44 h; Potency, µM (highest dose often 41.8 µM), for inactives: top-dose activity change, negative = inhibition, usual class: inhibitors; 3.4% of 340,000 active; AID 651820; further: potency means the concentration at half of the fitted maximal effect; on the % scale 0 is the no-effect control and ±100 the full control effect
#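 Reporter virus HCVcc-Cre (~0.5 moi) infects cells exposed to compound; seeding density 1,000 cells/well with 4 h settling beforehand. Luminescence, 15 sec read, taken 44 h post-infection following a 15 min RT substrate incubation.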
# Numbers without * were called inactive; ? = inconclusive; . = not tested or not shown; & = joins results of further samples; ! = repeats disagree; [ ] = dose if it differs, or a comment. Unless noted, the call rests on the fitted dose curve; in most records, active means well fitted curve in the direction sought with a large enough effect; inconclusive means small, poorly fitted or top-dose-only effect, or another doubt; inactive means no such curve, though single readings can be large; an effect the other way counts as inactive or inconclusive. Compounds as they come (roughly 24% active in at least one column).
# Start of the listing, in advance (2 entries):
No.	mol	Cycloheximide cs	Shiga inhibitor	Tb PYK inh	HCV inh	Pf growth 48h	Pf growth 96h	LmPK inh
1	Cc1ccc(S(=O)(=O)NCCC(=O)NCC(c2cccs2)N(C)C)cc1 (configuration not stated)	.	.	0%	-1%	-26%	-15%	.
2	CCCCSc1nnc(-c2c[nH]c3ccccc23)n1C	13	37	1%	?	.	?	10%

# The list itself (from the top)
No.	mol	Cycloheximide cs	Shiga inhibitor	Tb PYK inh	HCV inh	Pf growth 48h	Pf growth 96h	LmPK inh
1	Cc1ccc(S(=O)(=O)NCCC(=O)NCC(c2cccs2)N(C)C)cc1 (configuration not stated)	.	.	0%	-1%	-26%	-15%	.
2	CCCCSc1nnc(-c2c[nH]c3ccccc23)n1C	13	37	1%	?	.	?	10%
3	Cc1ccc(NC(=O)COC(=O)COc2cccc3c2OC(C)(C)C3)cc1S(=O)(=O)N1CCOCC1	.	.	2%	15%	18%	-3%	.
4	CCCCN(CC)CCCNC(=O)CS(=O)(=O)Cc1nc(-c2cccc(OC)c2)oc1C	-2	-7	.	20µM*!	?	24%	1%
5	O=C(NCCO)c1nc(NCCO)c2ccccc2n1	0	5	-13%	9%	30%	.	-3%
6	CC1Cc2ccccc2N1C(=O)C12CCC(C)(C(=O)C1)C2(C)C (configuration not stated)	-3	-2	-1%	-9%	?	-14%	6%
7	COc1ccc(N(C(=O)Cc2cccs2)C(C(=O)NC2CCCCC2)c2cccn2C)cc1OC (configuration not stated)	-4	-2	-1%	3%	?	21%	4%
8	Cc1cccnc1NC(=O)c1sc2ccccc2c1Cl	51*	90*	0%	9%	92%[activator]	98%[activator]	-3%
9	COc1cccc(OCC(O)CN2CCc3ccccc3C2)c1 (configuration not stated)	-9	-8	-1%	-23%	13%	-18%	-14%
10	O=C1c2cccc([N+](=O)[O-])c2C(=O)N1c1ccccc1	1	-6	-18%	-1%	4%	?	0%
11	O=C(CSc1nnc2ccc(-c3ccccn3)nn12)NCCc1ccccc1	.	.	-5%	8%	18%	57%[activator]	.
12	COCc1cc(C)[nH]c(=O)c1C#N	-3	-16	-19%	25%	22%	9%	-9%
13	CCOc1ccc(NC(=O)CCNC(=O)c2ccco2)cc1	19*	14	0%	-17%	17%	32%[activator]	-2%
14	Cc1ccc(CSCC(=O)N2CCCC2)cc1	24*	87	-4%	4%	21%	?	-3%
15	CCCCNC(=O)c1cc(-c2ccc3c(c2)OCO3)on1	38*	57*	-3%	12%	117%[activator]	-6%	-4%
16	CC1CCc2nc(NC(=O)Cc3cccs3)sc2C1 (configuration not stated)	48*	94*	-11%	?	142%[activator]	.	-8%
17	COC(=O)C(Cc1cncn1COCc1ccccc1)NC(=O)OC(C)(C)C (configuration not stated)	-3	-18	-4%	21%	?	67%[activator]	4%
18	OC1C[N+]2(CCCCC2)C1	-2	30*	1%	20%	?	42%[activator]	-2%
19	Cc1cccc(S(=O)(=O)c2cn(Cc3ccccc3)c3cc(N4CCC(C)CC4)c(F)cc3c2=O)c1	-1	-6	-1%	.	.	.	.
20	COC(=O)c1cc(=O)c2c(C)nc(C(Cl)(Cl)Cl)nc2[nH]1	1	-1	-11%	8%	355%[activator]	126%[activator]	-6%
21	COc1cccc(CN2CCN(Cc3ccc(C)o3)CC2CCO)c1 (configuration not stated)	2	-10	2%	4%	0%	13µM*	-9%
22	Cn1nc(-c2ccccc2)c(CO)c1Oc1cccc(C(F)(F)F)c1	6	17	1%	?	?	?	0%
23	CN1CCN(C(=O)COc2ccc3ccccc3c2Br)CC1	8	23	4%	2%	32%[activator]	23%	0%
24	CCOC(=O)c1c(C)[nH]c(C(=O)COC(=O)/C=C/c2ccc3c(c2)OCO3)c1C	-3	-8	1%	-1%	12%	-13%	-8%
25	CN(C)c1nc(-c2cccnc2)nc(-c2ccccc2)c1C#N	-1	-7	-3%	-1%	?	?	0%
26	CCOc1ccc(NC(=O)c2cccs2)c([N+](=O)[O-])c1	87*	120*	2%	?	194%[activator]	262%[activator]	3%
27	CCOC(=O)N1CCC(NC(=O)C(NS(=O)(=O)c2ccc3c(c2)CCN3C(C)=O)C(C)C)CC1 (configuration not stated)	4	-9	1%	14%	-10%	-24%	-13%
28	COc1ccc(-c2nc(N)nc(C(F)(F)F)c2-c2csc(C)n2)c(O)c1	-1	-8	10%	-2%	-17%	-15%	1%
29	CCOC(=O)c1sc(=NC(=O)COc2ccc(Cl)cc2)n(C)c1C	-1	11	-7%	1%	8%	?	-5%
30	COc1ccccc1-c1cc(C(=O)N/N=C/c2ccc(C)o2)c2ccccc2n1	-1	-7	0%	-10%	?	?	0%
31	CCc1ccc(-c2csc3ncn(CC)c(=O)c23)cc1	-1	26	9%	7%	1%	-3%	-3%
32	CCC(CO)NCc1ccc(-c2ccccc2)cc1 (configuration not stated)	-5	-8	-1%	?	14%	3.7µM*	-3%
33	Cn1c(SCC(=O)NNC(=O)c2ccccc2)nnc1C1CC1	-3	59	1%	-9%	6%	-26%	-5%
34	CCCSc1nsc(SCCC)c1C#N	22*	46*	5%	20%	.	?	1%
35	CCOC(=O)c1sc2nc3c(SCCC(=O)O)cc(C(=O)c4cc(OC)ccc4O)cn3c(=O)c2c1C	3	14	-15%	-7%	-9%[5.75 µM]	?	1%
36	CCn1ncc(CN2CCN(C(=O)Nc3ccccc3C(=O)OC)CC2)c1C	9	2	5%	?	-12%	-14%	-2%
37	CCc1nc(C)c(C(=O)N2CCCC(C(=O)Nc3cccc(-c4cccc(C)c4)c3)C2)o1 (configuration not stated)	54*	87*	1%	11µM*	-27%	30%[activator]	-9%
38	COc1ccccc1CNC(=O)COc1cccnc1[N+](=O)[O-]	-1	-4	0%	1%	13%	39%[activator]	-5%
39	O=c1cccc2n1CC1CC2CN(S(=O)(=O)c2ccc(F)cc2)C1 (configuration not stated)	-3	-15	-3%	-13%	-5%	-18%	3%
40	Cc1c(C(=O)N2CCC3(CC2)OCCO3)sc2ncnc(N3CCN(c4ccccn4)CC3)c12	1	24	1%	?	?	12µM*	0%

# Part of the list above, limited to Pf growth 96h.
No.	Structure	Pf growth 96h
25	CN(C)c1nc(-c2cccnc2)nc(-c2ccccc2)c1C#N	?
14	Cc1ccc(CSCC(=O)N2CCCC2)cc1	?

# (listing goes on)
No.	mol	Cycloheximide cs	Shiga inhibitor	Tb PYK inh	HCV inh	Pf growth 48h	Pf growth 96h	LmPK inh
41	c1ccc2[nH]c(-c3ccnc4ccccc34)nc2c1	27*	32&22	-8%	14%&-17%	23%	?	0%&20%
42	Cc1ccc(C(=O)/C=C\NCc2ccccc2)cc1	75*	86*	-1%	-15%	21%	43%[activator]	0%
43	N#Cc1ccc(-c2ccc(OCC(=O)NCCc3ccccc3)cc2)cc1	11	3	-16%	6%	-3%	?	3%
44	Cc1ccc(Sc2c([N+](=O)[O-])ncn2C)cc1	-2	-14	4%	?	?	-26%	-5%
45	O=C(Nc1ccc(Oc2ccccc2)nc1)C1CCCCN1Cc1cccc(OCCO)c1 (configuration not stated)	16	10	0%	-23%	?	?	11%
46	COc1ccc(CS(=O)(=O)CC(C)(O)c2ccccc2)cc1 (configuration not stated)	-6	-10	-3%	8%	19%	30%	9%
47	Nc1cc(N2CCCC2)ccc1[N+](=O)[O-]	-4	13	-8%	-6%	-8%	43%[activator]	3%
48	O=C(Cn1cc(CCO)nn1)N1CCNCC1	1	3	1%	2%	60%[activator]	69%[activator]	-1%
49	CSc1nnc(-c2cc(Br)ccc2N=Cc2c(C)[nH]n(-c3ccccc3)c2=O)c(=O)[nH]1	5	6	-4%	-2%	?	-31%	5%
50	CCOC(=O)CC1COCCN1C(=O)c1ccc2oc(Cc3ccccc3)nc2c1 (configuration not stated)	48*	62*	-3%	20%	-20%	4%	5%
51	COc1ccc(/C=N/NC(=O)Cn2cc(C(F)(F)F)ccc2=O)cc1	-1	-7	0%	21%	43%[activator]	31%[activator]	0%
52	O=C(CN1CCN(S(=O)(=O)c2ccccc2)CC1)Nc1ccccc1Cl	-3	-7	-6%	?	14%	-5%	-1%
53	COc1ccc(S(=O)(=O)N2CCCCC2)cc1NC(=O)CCCNC(=O)c1ccc(Cl)cc1	.	.	1%	9%	?	?	.
54	COc1cc2c(cc1OC)C(C)N(C(=S)NC(=O)c1ccccc1)CC2 (configuration not stated)	-1	-2	?	?	?	?	1%
55	CC(=O)Nc1nc(Cn2nnc(-c3ccc4c(c3)OCO4)n2)nc(N(C)C)n1	0	-3	4%	-15%	-4%	-12%	8%
56	CCOC(=O)N1CCN(C(=O)CSc2ccc3nnc(-c4cccnc4)n3n2)CC1	1	-3	6%	-4%	34%[activator]	3%	-4%
57	Cc1nc(SCC(=O)Nc2cc(Cl)ccc2[N+](=O)[O-])nc(C)c1C	-1	-13	-9%	10%	2%	25%	2%
58	COc1ccc2nc(C)cc(N/N=C/c3ccccc3)c2c1	.	.	6%	10µM*	0.15µM*	0.15µM*	.
59	O=C(c1ccc(F)cc1Cl)N(c1ccccn1)C1CCCCC1	-1	-15	-3%	-2%	7%	-3%	9%
60	CN(CCC#N)C(=O)CSc1nnc(-c2c[nH]c3ccccc23)o1	11	15	2%	2%	1%	-19%	-6%
61	Cc1cc(SCC(=O)c2cc3ccccc3o2)nc2ccccc12	20	44	-7%	?	?	19%	-2%
62	Cc1cc(SCC(=O)Nc2cccc(S(=O)(=O)N3CCOCC3)c2)nc2ccccc12	-2	-19	5%	13µM*	-30%	?	3%
63	CCOC(=O)/C(CCC[N+](C)(CC)CC)=N\O	-3	-7	?	-1%	-19%	?	-7%
64	O=C(COc1cc(Cl)c(Cl)cc1Cl)Nn1cnnc1	-1	-13	1%	15%	1%	42%[activator]	1%
65	CN1CCN(S(=O)(=O)c2ccc(=O)[nH]c2)CC1	-1	-7	-6%	16%	14%	?	4%
66	O=C(CCl)N(c1ccccc1)c1c[nH]c2ccccc12	3	16	-17%	1.3µM*	1.7µM*	1.2µM*	4%
67	CCOC(=O)c1cnc(-n2nc(C)cc2C)nc1Nc1ccc(O)cc1	4	-4	3%	?	?	2.6µM*	7%
68	Cc1c(C)c2c(c(C)c1O)CCC(C)(COc1ccc(CC3SC(=O)NC3=O)cc1)O2 (configuration not stated)	11&-4	-9&-5	0%&-6%	.	?	6µM*	.
69	COC(=O)C1=C(C)N=c2s/c(=C/c3ccoc3)c(=O)n2C1c1ccccc1 (configuration not stated)	-2	-2	11%	-27%	?	70%[activator]	4%
70	Cc1cc(C(=O)N/N=C/c2cc(Br)cc(Br)c2OC(=O)c2ccccc2)n[nH]1	-5	-7	.	1%	?	21%	3%
71	C=CCN1C(=O)C(CC(=O)Nc2ccc(OCCC)cc2)N(CCCN2CCN(Cc3ccccc3)CC2)C1=S (configuration not stated)	-5	-16	1%	10µM*	?	?	7%
72	Cc1[nH]c2ccccc2c1/C=N/NC(=O)CCC(=O)NCc1ccccc1	1	-3	-21%	3%	24%	33%[activator]	1%
73	CCOc1ccc(CCNC(=O)CCn2cccc2)cc1OCC	-3	-5	-9%	-17%	?	1.7µM*	4%

# Source: PubChem (National Center for Advancing Translational Sciences (NCATS))
